# RXFP1 antagonist: blocks the human relaxin receptor RXFP1; Q9HBX9; HEK293-RXFP1, relaxin-stimulated cAMP HTRF, 30 min; stronger effect = lower value; activity change, negative = inhibition, % at 57.5 µM; 350,000 compounds, 0.59% hits;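 active = activity change of -60% or lower, but not beyond a set lower limit; inconclusive = change between -60% and -40%, or beyond the set limit; inactive = change above -40%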; also: % is scaled to controls: 0 for no effect and ±100 for the full control effect
# D2 antagonist: D2 dopamine receptor (human) antagonism; P14416; HEK293 TREx D2 cells, calcium flux, dopamine EC80; inhibition, % at 10 µM; 340,000 compounds, 2% hits; AID 485344; in the data active = inhibition above about 30%; also: 0% is about no effect
# Target sequence (P14416 whole entry, looked up): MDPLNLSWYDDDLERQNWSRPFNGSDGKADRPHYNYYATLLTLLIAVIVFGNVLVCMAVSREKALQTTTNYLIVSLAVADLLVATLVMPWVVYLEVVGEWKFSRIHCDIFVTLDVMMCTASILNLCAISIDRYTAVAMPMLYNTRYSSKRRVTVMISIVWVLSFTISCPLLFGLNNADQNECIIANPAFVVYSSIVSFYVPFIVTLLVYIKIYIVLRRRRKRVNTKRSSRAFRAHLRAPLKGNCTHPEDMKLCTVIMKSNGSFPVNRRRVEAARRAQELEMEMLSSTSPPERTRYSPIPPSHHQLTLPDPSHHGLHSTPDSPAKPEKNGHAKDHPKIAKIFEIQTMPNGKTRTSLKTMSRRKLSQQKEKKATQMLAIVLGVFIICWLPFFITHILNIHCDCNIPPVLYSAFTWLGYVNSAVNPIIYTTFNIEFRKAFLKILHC
#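 Compounds are added to dye-loaded, induced HEK293 T-REx cells coupled to calcium release via D2; after a 3 min kinetic read an EC80 dopamine stimulus is given and fluorescence is recorded for 3 more min.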
# TRHR PAM: TRH receptor (human) allosteric enhancement | TRHR cells, fluo-8 calcium fluorescence, EC20 TRH enhancement | enhancement, % at 2 µM | 360,000 compounds, 0.66% hits; in the data active = enhancement above about 30%; also: 0% is about no effect
#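 TRHR-expressing cells loaded with fluo-8 calcium dye were read kinetically (ex 480/em 530) during compound addition, then stimulated with an EC20 of TRH (10 nM final). Enhancement of the Gq-mediated intracellular calcium response was scored.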
# D1 antagonist: antagonists of human D1 dopamine receptor. 360,000 compounds, 3.2% hits. HEK293 TREx D1 cells, calcium flux, dopamine EC80; stronger effect = lower value. AID 504652. activity change, negative = inhibition, % at 10 µM; in the data active = activity change below about -30%; also: % is scaled to controls: 0 for no effect and ±100 for the full control effect
# Target sequence (P21728 whole entry, looked up): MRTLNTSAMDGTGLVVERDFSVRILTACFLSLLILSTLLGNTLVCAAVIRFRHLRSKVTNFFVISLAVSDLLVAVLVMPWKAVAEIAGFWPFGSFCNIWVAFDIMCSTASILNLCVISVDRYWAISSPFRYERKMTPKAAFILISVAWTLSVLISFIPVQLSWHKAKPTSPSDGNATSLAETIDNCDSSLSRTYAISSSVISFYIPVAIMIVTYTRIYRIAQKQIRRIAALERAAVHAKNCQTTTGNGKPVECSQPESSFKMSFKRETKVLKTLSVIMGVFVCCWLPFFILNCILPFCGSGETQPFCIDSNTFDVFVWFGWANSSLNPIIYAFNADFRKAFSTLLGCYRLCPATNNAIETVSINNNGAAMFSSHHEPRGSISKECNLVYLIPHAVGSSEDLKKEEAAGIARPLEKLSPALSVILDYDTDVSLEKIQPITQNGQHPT
#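 Tetracycline-induced HEK293 Trex D1 cells, force-coupled to calcium, dye-loaded; compounds added and read 180 s, then EC80 dopamine added and calcium flux tracked kinetically another 180 s.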
# D1 PAM: enhances dopamine response at the human D1 receptor. P21728. HEK293 TREx D1 cells, calcium flux, dopamine EC20 potentiation. potentiation, % at 10 µM. 360,000 compounds, 0.036% hits; in the data active = potentiation above about 30%; also: 0% is about no effect
# TRHR agonist: TRH receptor (human) agonism. P34981. TRHR cells, calcium flux fluo-8, FDSS agonist mode. activation, % at 2 µM. 360,000 compounds, 0.18% hits; also: 0% is about no effect
#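 Steps: seed TRHR cells overnight; add fluo-8 no-wash Ca dye, RT 30 min–1.5 h; record 10 s baseline; pin-transfer compounds; monitor fluorescence 1 cycle/s for the agonist window. Calcium increases flag candidate agonists.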
# D2 agonist: activates the human D2 dopamine receptor; P14416; HEK293 T-REx D2 cells, calcium flux agonist mode; activation, % at 2 µM; 340,000 compounds, 0.53% hits; AID 485358;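 active = activation over 3 SD above normal in the single-dose calcium agonist read, cut at about 30% in these data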; also: 0% is about no effect
#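 Calcium-flux readout, 1 cycle/sec over 180 s following compound pin transfer, in inducible HEK293 Trex D2 cells (force-coupled); dopamine controls included. Positive calcium responses during this window marked compounds as potential agonists.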
# D2 PAM: D2 dopamine receptor (human) potentiation; P14416; HEK293 T-REx D2, calcium flux, EC20 dopamine potentiation; potentiation, % at 10 µM; 340,000 compounds, 0.34% hits;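 active = potentiation over 3 SD above the plate norm, cut at about 30% in these data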; also: 0% is about no effect
#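 Primary screen. Calcium kinetics in induced HEK293 T-REx D2 cells: compound pre-addition 180 s, EC20 dopamine, 180 s more.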
# D1 agonist: agonists of human D1 dopamine receptor. P21728. HEK293 T-REx D1 cells, calcium flux, agonist mode. activation, % at 2 µM. 360,000 compounds, 1% hits; also: 0% is about no effect
#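 Agonism was scored from calcium flux recorded over 180 s (1 read/s) after pintool compound addition, following a 10-cycle baseline. Cells were inducible force-coupled HEK293 TREx D1, plated overnight at 30 C and loaded with no-wash calcium dye.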
# * = called active by the depositor; ? = inconclusive; / = no result given; & = joins results of further samples. Rule as the data show it, unless noted: active = activation above about 30%; inactive = the rest. The list is partial; rates above refer to the full screens.
SMILES,RXFP1 antagonist,D2 antagonist,TRHR PAM,D1 antagonist,D1 PAM,TRHR agonist,D2 agonist,D2 PAM,D1 agonist
Nc1ccc2ccc3cccc[n+]3c2c1,3.8,1.4,9.2,-26.0,12.5,65.1*,31.1*,2.7,131.1*
O=c1[nH]c(=S)n(C2CC2)c(O)c1C=NCc1cccnc1,2.5,9.6,0.0,2.9,0.2,0.2,0.3,-4.1,1.1
Cn1c(O)c(/C=C2\C=Nc3ccc(Br)cc32)c(=O)n(C)c1=O,0.8,19.1,-2.6,-13.0,1.7,0.4,2.0,-4.6,2.6
O=C(Nc1ccc(Cl)cc1C(=O)c1ccccc1)c1ccccc1,-16.8,7.1,-1.7,10.3,0.9,-0.2,0.3,5.1,0.4
CCC(COC(=O)c1cc(OC)c(OC)c(OC)c1)(c1ccccc1)N(C)C (configuration not stated),-61.5*,5.2&-17.0,2.4&4.1,-12.0&-16.8,-4.5&-6.7,-1.0&-1.2,-0.7&1.5,8.5&14.7,-0.2&-2.0
Cc1nc2cc(C(=O)N3CCC4(CC3)OCCO4)ccc2n1-c1cccc(F)c1,-1.7,7.8,1.0,20.2,8.6,-0.4,1.3,-8.2,2.6
Cc1ccc(-c2nc3ccccc3c(=O)n2-c2ccncc2)cc1,0.9,1.4,-0.9,-11.4,-0.6,-0.1,0.3,9.5,1.1
CCN(C(=O)Oc1ccccc1)c1ccc(C(O)(C(=O)OC)C(F)(F)F)cc1 (configuration not stated),-5.2,-8.5,0.0,-17.8,-0.8,0.3,1.7,4.1,0.3
COc1ccc(N2C(=O)/C(=C/C=C/c3ccccc3[N+](=O)[O-])C(=O)NC2=S)cc1,-76.6*,0.5,10.9,-3.0,2.9,0.4,0.2,3.5,-0.9
c1ccc(Nc2ccc(Nc3ccccc3)cc2)cc1,/,-8.3,-5.3,/,-3.0,1.1,1.5,5.7,-0.4
CN(C)c1ccc(C=C(C#N)C#N)cc1,-14.9,16.3,1.4,-20.3,-3.0,6.7,2.6,2.4,20.8
Cc1ccc(OCC(=O)N2CCN(Cc3ccc4c(c3)OCO4)CC2)cc1,1.4,-28.0,-1.5,-12.6,-0.6,-0.5,1.9,-8.0,0.4
Cc1ccc(NC(=O)c2snnc2C)cc1Cl,1.2,0.7,-3.2,-6.7,-1.1,2.3,0.0,-0.4,4.3
O=C(NC(=S)N1C[C@H]2C[C@H](C1)c1cccc(=O)n1C2)c1ccc(F)cc1,/,-17.5,1.9,-0.5,2.4,0.2,1.4,6.3,1.3
COc1cc2c(c(OC)c1OC)-c1ccc(O)c(=O)cc1C(NC(C)=O)CC2 (configuration not stated),-9.3,-2.7,-5.9,-1.2,-7.2,0.2,0.6,4.6,0.8
CN1CCN(Cc2ccccc2C(F)(F)F)CC1,-2.8,/,-1.3,18.6,-4.0,-0.7,/,-15.7,3.8
COC(=O)c1ccc(N=C(c2ccccc2)c2c(O)n(C)c(=O)n(C)c2=O)cc1,12.3,2.8,2.9,-0.5,-1.0,0.3,0.3,6.9,0.7
O=C(CN1C2CCC1CC(O)(c1cccnc1)C2)Nc1ccc2c(c1)OCO2 (configuration not stated),11.4,8.1,-2.8,-18.0,-4.0,1.4,2.5,-21.7,2.0
Cc1ccc(-n2cc(CNC(C)Cc3cnccn3)c(-c3cccc(C)c3)n2)cc1 (configuration not stated),?,1.1,6.6,34.9,-3.0,-0.1,0.8,11.5,37.1*
O=C(c1cc(-c2ccccc2)on1)N1CCC2(CC1)OCCO2,/,13.5,4.2,12.1,2.0,0.7,0.5,-4.0,2.3
COC(=O)c1ccc(COc2cc(C)cc3oc(=O)c4c(c23)CCCC4)o1,-11.0,5.4,-3.4,5.4,2.8,0.0,-0.9,-0.9,1.6
CN1C(=O)NC(=O)/C(=C/c2ccc(C(=O)O)cc2)C1=O,7.1,3.3,4.6,-5.4,2.6,0.1,0.0,0.8,1.5
O=c1[nH]c(=S)[nH]c(O)c1N=Nc1ccc2c(c1)OCO2,-8.5,/,6.0,-8.3,-3.8,1.7,/,/,5.6
O=C(c1cc(F)ccc1F)C1CCCN(CCCc2ccccc2)C1 (configuration not stated),-28.0,22.2,11.7,-2.1,-0.8,-0.1,0.1,-22.9,0.1
Cc1cc(CN(C)C)c(OC(=O)N(C)C)cc1C,-0.1,/,-0.7,3.6,-0.7,0.8,/,11.1,1.6

# (listing goes on)
SMILES,RXFP1 antagonist,D2 antagonist,TRHR PAM,D1 antagonist,D1 PAM,TRHR agonist,D2 agonist,D2 PAM,D1 agonist
CCN(CC)c1ccc(/C=N/c2sc3c(c2C#N)C2CCN3CC2)c(O)c1,-15.0,16.7,-14.3,4.1,-1.6,52.3*,33.7*,9.4,247.1*
COc1cc(/C=C(/C)[N+](=O)[O-])ccc1OCc1ccccc1Cl,?,1.9,-19.6,-13.5,-9.0,5.1,11.9,6.3,10.8
CCN1CCN(Cc2cc(Br)cc(OC)c2O)CC1,-8.7,3.1,1.6,-1.5,-5.0,1.4,2.7,/,2.4
Cc1ccc(OP(=O)(NC(C)c2ccccc2)Oc2ccc(C)cc2)cc1 (configuration not stated),-2.9,14.8,-6.6,9.8,-1.7,11.7,4.3,2.1,23.1
CCC1(C(=O)c2ccccc2)C2c3ccccc3OC(=O)C21C(C)=O (configuration not stated),-35.6,-9.8,-5.3,-7.2,-0.6,-0.5,0.1,-4.4,2.1
Cc1ccccc1-n1c(-c2ccc([N+](=O)[O-])cc2)nc2ccccc2c1=O,-7.3,-6.0,-8.4,5.7,0.8,-0.5,0.3,8.3,-0.8
CCC(=NCCC1=CCCCC1)c1c(O)[nH]c(=O)[nH]c1=O,-5.6,-8.5,-4.9,-7.9,-0.2,-0.7,-0.1,-1.4,-0.2
c1ccc(CC2CCCCN2)cc1 (configuration not stated),0.9,-2.0,5.3,12.6,-6.0,0.4,0.2,5.0,3.3
CSc1ncc(C(=O)Nc2ccc(Cl)cc2C(=O)c2ccccc2)c(C)n1,0.5,/,-18.4,-3.1,1.2,-0.4,-1.1,-0.7,-0.8
Cc1nc(CCl)cc(=O)[nH]1,7.3,1.4,0.7,21.5,-4.1,1.4,2.0,-1.5,1.8
CCOC(=O)C1CCN(/C=C2/C(=O)NC(=O)N(c3cccc(C)c3C)C2=O)CC1,7.3,-0.4,-1.3,-2.4,-1.7,0.9,-0.1,6.7,1.6
CC(C)(C)c1ccc(S(=O)(=O)N2CC3CC(C2)c2cccc(=O)n2C3)cc1 (configuration not stated),0.9,-12.2,-8.3,-5.4,-2.0,-0.6,-0.3,-3.1,0.5
COc1ccc(NC(C)=O)cc1NC(=O)c1cccn(Cc2ccccc2)c1=O,-17.2,/,-0.1,21.9,-2.1,-0.1,-0.1,-1.6,-0.9
C#CCOC(=O)C1=CCCN(C)C1,/,-0.3,2.6,36.5,-3.3,6.9,-0.3,-1.0,0.3
O=C(Nc1cccc(C(F)(F)F)c1)OC1CN2CCC1CC2 (configuration not stated),0.5,13.8,9.6,6.4,-3.6,2.6,0.5,-5.3,16.5
COc1ccccc1Sc1ccccc1CC(C)N (configuration not stated),-17.9,-3.1,8.3,-24.7,-1.1,-0.8,-0.6,-0.1,60.0*
CCC(=O)OC1(Cc2ccc(CC)cc2)CC(C)N(C)CC1C (configuration not stated),-12.5,22.2,-1.8,6.6,0.6,-0.4,-0.3,-22.5,2.5
COC(=O)N(c1ccccc1)P1(=S)OCCO1,6.5,11.7,7.8,2.0,1.8,-0.5,0.7,6.6,-0.2
O=c1cccc2n1C[C@H]1C[C@@H]2CN2CCCC[C@@H]12,-12.5,-1.8,-0.9,16.3,-1.4,-0.2,-0.6,-9.4,-1.0
O=P(O)(O)C12CC3CC(CC(C3)C1)C2,-7.7,-7.4,-2.3,15.4,-1.6,0.3,0.3,-9.9,1.3
CN1C(=O)/C(=C/c2cccn2-c2ccc3ccccc3c2)C(=O)NC1=S,-97.0*,-13.2,-4.6,-9.6,-1.6,0.3,-0.1,-7.7,1.1
Nc1c(C(=O)NCCCc2ccccc2)c2nc3ccccc3nc2n1Cc1cccs1,1.6,-5.6,1.5,50.7,7.3,-0.5,-0.2,3.8,3.0
CC(=O)N1N=C(c2c(O)n(C)c(=O)n(C)c2=O)CC1c1ccccc1 (configuration not stated),-12.2,-7.6,0.9,-2.5,2.5,0.2,-0.1,0.3,1.5
CC(NCc1ccccc1C(F)(F)F)C(O)c1ccccc1 (configuration not stated),-8.8,-5.7,-2.9,-10.0,9.9,0.0,-0.1,4.1,3.3
CC1CCC(C(C)C)C(OC(=O)Cn2c(COc3ccccc3)[n+](C)c3ccccc32)C1 (configuration not stated),?,2.0,7.6,22.3,-6.3,-0.1,-0.5,4.7,41.0*

# Record cards (already shown).
# CCC(=NCCC1=CCCCC1)c1c(O)[nH]c(=O)[nH]c1=O across the screens: RXFP1 antagonist: -5.6; D2 antagonist: -8.5; TRHR PAM: -4.9; D1 antagonist: -7.9; D1 PAM: -0.2; TRHR agonist: -0.7; D2 agonist: -0.1; D2 PAM: -1.4; D1 agonist: -0.2
# CC1CCC(C(C)C)C(OC(=O)Cn2c(COc3ccccc3)[n+](C)c3ccccc32)C1 (configuration not stated) across the screens: RXFP1 antagonist: ?; D2 antagonist: 2.0; TRHR PAM: 7.6; D1 antagonist: 22.3; D1 PAM: -6.3; TRHR agonist: -0.1; D2 agonist: -0.5; D2 PAM: 4.7; D1 agonist: 41.0*
# COc1ccccc1Sc1ccccc1CC(C)N (configuration not stated) across the screens: RXFP1 antagonist: -17.9; D2 antagonist: -3.1; TRHR PAM: 8.3; D1 antagonist: -24.7; D1 PAM: -1.1; TRHR agonist: -0.8; D2 agonist: -0.6; D2 PAM: -0.1; D1 agonist: 60.0*

# (cont.)
SMILES,RXFP1 antagonist,D2 antagonist,TRHR PAM,D1 antagonist,D1 PAM,TRHR agonist,D2 agonist,D2 PAM,D1 agonist
CCCC1COC(Cn2cncn2)(c2ccc(Cl)cc2Cl)O1 (configuration not stated),4.5,-11.1,-0.3,1.6,1.4,-0.6,0.1,12.3,0.1
CC1CCCC(NC(=O)CNC(=S)N2CC3CC(C2)c2cccc(=O)n2C3)C1C (configuration not stated),6.1,3.5,-0.2,-2.7,-2.8,0.0,-1.5,12.1,1.0
CCCCC(=O)N/N=C/c1c(O)n(CCCC)c(=S)[nH]c1=O,2.6,-7.2,4.8,-13.0,-13.7,-0.4,-0.8,-7.8,0.1
CC(C)[C@]12O[C@H]1[C@@H]1O[C@]13[C@]1(O[C@H]1C[C@H]1C4=C(CC[C@@]13C)C(=O)OC4)[C@@H]2O,/,-18.2,-9.3,9.3,-1.4,0.1,1.4,-5.7,-0.8
Clc1ccc(N2CC2c2ccncc2)cc1 (configuration not stated),-7.6,-10.0,-7.9,-12.0,-2.9,0.1,0.0,-0.7,2.2
Cc1cc2c(C(F)(F)F)cc(=O)oc2c2c1NCCC2,1.3,-17.6,21.4,-9.3,3.6,90.8*,19.9,4.8,112.8*
